mcGAS RapidFire = inhibitors of mouse cGAS; Q8C6L5; recombinant mouse cGAS, cGAMP by RapidFire MS; inhibition, % at 12.5 µM; 130,000 compounds, 0.18% hits; AID 1259397;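 active means inhibition of cGAS enzyme activity at or above 60%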;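 further: enzyme stimulated by 45 bp dsDNA with ATP and GTP substrates; cGAMP share of summed cGAMP plus half ATP and half GTP signals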
Target sequence (Q8C6L5 whole entry, looked up): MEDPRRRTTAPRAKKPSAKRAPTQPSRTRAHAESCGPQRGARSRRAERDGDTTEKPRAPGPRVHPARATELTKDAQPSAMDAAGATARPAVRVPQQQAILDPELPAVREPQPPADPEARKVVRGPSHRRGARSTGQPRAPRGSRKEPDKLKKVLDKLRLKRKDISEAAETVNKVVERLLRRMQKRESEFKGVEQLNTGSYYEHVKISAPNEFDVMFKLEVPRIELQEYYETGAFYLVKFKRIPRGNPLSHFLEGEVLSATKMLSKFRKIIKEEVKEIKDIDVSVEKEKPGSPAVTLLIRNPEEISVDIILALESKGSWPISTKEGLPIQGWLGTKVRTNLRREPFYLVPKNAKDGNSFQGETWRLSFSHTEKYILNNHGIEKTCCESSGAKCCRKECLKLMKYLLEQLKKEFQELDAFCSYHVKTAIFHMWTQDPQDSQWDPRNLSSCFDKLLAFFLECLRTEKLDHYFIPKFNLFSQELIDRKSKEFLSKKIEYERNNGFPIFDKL
Starred values were filed as active, the others as inactive; & = joins results of further samples. Some of the compounds tested; count on the stated rates, not on these rows.

SMILES	mcGAS RapidFire
COc1cc(OC)cc(C(=O)NCC2CCCN(Cc3ccc(SC)cc3)C2)c1 (configuration not stated)	1.0
CCC(=O)Nc1ccc(-c2cccc(NC(C)=O)c2)c(C)n1	-10.3
Oc1oc(-c2ccc(Cl)cc2)nc1C=Nc1ccc(Br)cc1	-4.9
Cc1ncc(C(=O)Nc2ccc3c(c2)CCC(=O)N3)[nH]1	-59.6
CC(=O)NC1CCCN(CC(C)N2CCCC(NC(C)=O)C2)C1 (configuration not stated)	0.5
O=C(CC1CC2CCC1C2)Nc1cc2c(cc1Br)NC(=O)CO2 (configuration not stated)	0.3
Cc1nccn1CCN(C)C(=O)c1ccccc1C1CCNC1 (configuration not stated)	-23.6
C/C=C/c1cc(C(=O)N2CCN(CCO)CC2)cc(OC)c1OC	-51.7
S=C(NN=Cc1ccc2c(c1)OCCO2)NN=Cc1ccc2c(c1)OCCO2	-6.5
CC(C)C(C(=O)Nc1ccc(C#N)cc1)c1ccc(Cl)cc1 (configuration not stated)	-14.3
CCCc1ncncc1C(=O)N1CCCC2(CC1)CN(C)C(=O)O2 (configuration not stated)	-0.2
COCc1ccc(CN2CCCC(C(=O)Nc3cccc(-c4cc5ccccc5[nH]4)c3)C2)o1 (configuration not stated)	-2.1
Cc1nc(NCC2COc3ccccc3C2)cc2nncn12 (configuration not stated)	-7.0
CCc1ccc(C(=O)Nc2ccc(N3CCN(C(=O)OC(C)(C)C)CC3)cn2)cc1	-7.5
Cc1ccc(-c2nc3n(c2CNC(=O)c2cccnc2)CCS3)cc1	-5.7
O=C(CC(=O)N1CC2Cc3cccc(=O)n3C(C2)C1)c1ccccc1 (configuration not stated)	-6.6
O=c1ccccn1Cc1ccc(NS(=O)(=O)c2ccc(Cl)c(C(F)(F)F)c2)cc1	-19.8
Cc1ccccc1C(=O)Nc1cc(F)ccc1Sc1nccn1C	-9.5
Cc1cc(Cl)ccc1S(=O)(=O)NCCCn1cccn1	-12.9
N#Cc1cccc(NC(=O)OCCSc2ncccn2)c1	-8.4
CSc1ccc(OCC(=O)Nc2ccc3c(c2)OCCO3)cc1	-8.1
Cn1c(SCC(N)=O)nnc1-c1ccc(=O)n(C)c1	-6.9
CCNC(=O)COc1c(C)cc(Br)cc1Cl	9.9
CCn1c(C2CCCN(Cc3ccc(OC)c(C)c3C)C2)nn(C)c1=O (configuration not stated)	-15.4
CC(=O)N1CCC2(CC1)OC(=O)C(C)=C2C(=O)N1CCN(C)CC1	-6.4

Other results follow:
SMILES	mcGAS RapidFire
CN(C(=O)COCC1CCCCO1)C1Cc2ccccc2C1 (configuration not stated)	-11.1
Cc1cc(C)n(CCC(=O)N2CCC3(CCN(C)CC3)C2)c(=O)n1	-25.8
CC(=O)NCCn1ccnc1-c1cc2ccccc2o1	-8.1
CCc1c(C)sc2ncnc(NCc3cccnc3N3CCOCC3)c12	4.6
O=C(CCNC(=O)C1CCCC1)NCc1ccnc(Oc2ccccc2)c1	-4.8
CC1=CC(=NNC(=S)NC2CCCCC2)CC(C)(C)C1	-9.6
O=C1c2ccccc2C(=O)N1CNc1cccc(Cl)c1Cl	-2.8
O=[N+]([O-])c1ccc(NN=C2CCc3ccccc32)cc1	3.1
CCCCN(C)C(=O)c1sc(=O)n(CC(=O)c2ccc(N3CCCC3)cc2)c1C	1.0
CC(C)c1nnc(NC(=O)C(F)(F)F)s1	0.3
CCN(Cc1ccc(OC)c(OC)c1)C(=O)C1Cc2ccccc2O1 (configuration not stated)	-2.6
COc1ccc(CCN(C)CCCOc2ccc(S(=O)(=O)c3c(C(C)C)c4ccccc4n3C)cc2)cc1OC	-2.9
CCC(=O)Nc1ccc(S(=O)(=O)Nc2ccc3c(c2)CCC(=O)N3Cc2ccccc2)c(C)c1	-3.4
Cc1cccc(OCCN2CCn3cccc3C2C)c1 (configuration not stated)	-2.0
COCCNCc1csc(COc2cc(Cl)ccc2Cl)n1	-6.0
O=C(CNCCCc1cccnc1)Nc1ccc(Cl)cc1F	-2.9
Cc1cc(OCC(=O)NNC(=O)c2ccc(F)cc2)cc(C)c1Cl	-1.7
COc1ccc(/C=C2/SC(=S)N(CNc3ccc(OC)cc3)C2=O)cc1	12.5
Cc1ccc(NC(=O)N2CCN(C(=O)Cc3ccccn3)CC2)cc1	-1.2
COC(=O)c1cn(C(=O)OC)c2ccccc12	6.0
O=c1[nH]nc(Cc2ccncc2)n1CC1CCCCC1	-31.3
CC(C)C[C@H](NC(=O)C(n1cccc1)C(C)(C)C)C(=O)NCC#N (some centres not stated)	-8.7
CCn1cc(NC(=O)c2cccc(Br)c2)cn1	-3.1
CCn1c(C2CCN(C(=O)CCCn3cncn3)CC2)nn(C)c1=O	-19.6
Cc1ccc2[nH]c3c(c2c1)CN(c1nc(CCN)nc2ccccc12)CC3	-5.1

Structures shown so far that contain a tert-butyl group, in the order listed:
SMILES	mcGAS RapidFire
CCc1ccc(C(=O)Nc2ccc(N3CCN(C(=O)OC(C)(C)C)CC3)cn2)cc1	-7.5
CC(C)C[C@H](NC(=O)C(n1cccc1)C(C)(C)C)C(=O)NCC#N (some centres not stated)	-8.7

Next part:
SMILES	mcGAS RapidFire
COC(=O)c1c(CC(=O)O)[nH]c(C(C)=O)c1C	-23.2
COc1cccc(CN2CCC(O)(c3ccc4nc(C)ccc4c3)CC2)c1OC	-17.8
CCc1noc(-c2cccc(NS(=O)(=O)NCc3ccccc3)c2)n1	-18.9
CSc1ccc(NC(=O)C2(C)CCN2C(=O)c2sccc2C)cc1 (configuration not stated)	-10.0
CC(=O)Nc1ccc(SCC(=O)N(C(C)C)C(C)C)nn1	6.4
Cc1ccc(C(=O)NCCN(C)c2ccccc2)c(C)c1	-11.0
CSc1ncc(CN2CCCC(CNC(=O)c3n[nH]c4ccccc34)C2)cn1 (configuration not stated)	-9.3&-1.2
CN(Cc1cc2n(n1)CCNC2)Cc1nc(-c2ccccc2)cs1	-3.6
Cc1ccc2nc(C)c(NC(=O)C(c3ccccc3)c3ccccc3)c(=O)n2c1	12.9
Cc1ccc(C)c(Cn2c(=O)c3c(nc4n(C)c(C)c(C)n34)n(C)c2=O)c1	-8.2
CC1/C=C/C=C/C=C/C=C/C=C/C=C/C=C/C(O[C@@H]2O[C@H](C)[C@H](O)[C@@H](O)[C@@H]2N)CC(O)C(C(=O)O)C(O)CC(=O)CC(O)CC(O)CC(O)CC(=O)CCCC(=O)CC(=O)OC1C(C)CC(C)C(O)CC(=O)c1ccc(N)cc1 (some centres not stated)	-3.0
Cc1cccc(-c2nc(C)c(C)c(N3CCNCC3)n2)c1	-1.5
Cc1nc(C(C)C)sc1C(=O)N1CCNCC1C(=O)N1CCCC1 (configuration not stated)	-17.4
O=C(O)C1CC2(CCNCC2)CN1CCc1ccccc1 (configuration not stated)	-17.0
C#CCN(CC=C)C(=O)CCc1nnc(COc2ccccc2)o1	-7.2
Cc1ccc(-n2c(SCC(=O)c3ccccc3)nc3c(c2=O)SC(C)C3)cc1 (configuration not stated)	-2.4
O=C(CC1CSc2nc3[nH]ncc3c(=O)n21)Nc1ccc(Cl)cc1 (configuration not stated)	-0.4
COc1ccccc1/C=C/CN1CCNC(=O)C1CC(=O)NCCCn1cccn1 (configuration not stated)	-7.2
COc1ccc(OC)c(NC(=O)C2(C)CCN2Cc2ccc(OC)c3ccccc23)c1 (configuration not stated)	-8.1
CCC1(C)NC(=O)N(CC(=O)NC(C)c2c(C)nn(C)c2C)C1=O (configuration not stated)	-6.3
CCN(Cc1ccc(Cl)s1)C(=O)c1cc(C2CC2)[nH]n1	12.9
Cc1ccc(-c2nnc(Nc3cccc(Cl)c3)c3ccccc23)cc1S(=O)(=O)N(C)C	2.1
C=CCN(C(=O)c1cnn(CCC)c1C)C1CCS(=O)(=O)C1 (configuration not stated)	-16.5
Cc1ccc2c(c1)SC(C(=O)N1CCN(Cc3csc(C(C)(C)C)n3)CC1)C2 (configuration not stated)	-5.7
COc1ccc(-c2nn(-c3ccccc3F)cc2CN2CCCN(C(C)=O)CC2)cc1	5.2

2 compounds picked at random from those above:
SMILES	mcGAS RapidFire
Cc1ccc(-c2nnc(Nc3cccc(Cl)c3)c3ccccc23)cc1S(=O)(=O)N(C)C	2.1
CC1/C=C/C=C/C=C/C=C/C=C/C=C/C=C/C(O[C@@H]2O[C@H](C)[C@H](O)[C@@H](O)[C@@H]2N)CC(O)C(C(=O)O)C(O)CC(=O)CC(O)CC(O)CC(O)CC(=O)CCCC(=O)CC(=O)OC1C(C)CC(C)C(O)CC(=O)c1ccc(N)cc1 (some centres not stated)	-3.0

Next section
SMILES	mcGAS RapidFire
CS(=O)(=O)N1CCCN(C(=O)c2ccccc2C2CCNC2)CC1 (configuration not stated)	-29.5
CSc1ccccc1NC(=O)Cc1csc(-n2cccc2)n1	0.0
COCCN1CC(C(=O)N2CC(n3nc(C)cc3C)C2)CC1=O (configuration not stated)	-19.6
O=C1CN(c2ccc(NC(=O)c3ccc4c(c3)COC4)cc2)CCN1	-2.8
CSc1ccc(-c2cc(Nc3ccc4[nH]ccc4c3)ncn2)cc1	-1.3
O=C(CCCn1cnnn1)NC1CC(=O)N(Cc2cccc3ccccc23)C1 (configuration not stated)	-18.0
CCOc1cccc2sc(NCCn3nc(C)cc3C)nc12	-3.4
Cc1cc(C(=O)N2CCN(c3cncc(-n4cccn4)n3)CC2)c(C)o1	-0.1
O=C(Nc1ccc(Br)cc1Cl)c1ccc2c(c1)OCO2	-10.2
COCCN(CC1CN(CC(O)COCC(C)C)CCO1)C(=O)c1ccc(C)cc1 (configuration not stated)	-5.7
CN(CCCNS(=O)(=O)NCc1ccccc1)c1ccccc1	-11.6
COc1ccccc1C(C)N(C)c1nncc(-c2ccccc2F)n1 (configuration not stated)	4.3
Cc1nc(CNC(C)c2ccc(NC(=O)c3ccc(F)cc3)cc2)cs1 (configuration not stated)	-9.6
O=C(Cc1ccccc1Cl)N1CCN(C(=O)c2ccc(=O)[nH]c2)CC1	-12.1
Cn1c(=O)n(Cc2ccccc2F)c(=O)c2c1nc1n2CCCN1Cc1ccco1	-3.6
CN1CCN(C(=O)C2CC=CC2)c2ccccc21	-7.1
CC(SCc1ccccc1)C(=O)N1CCN(Cc2nnc3n2CCCCC3)CC1 (configuration not stated)	-8.6
Cc1ccc(NS(=O)(=O)c2ccc3c(c2)NC(=O)CO3)cc1C(F)(F)F	-6.8
O=C(CCc1nc(-c2ccsc2)no1)NC1CCCCCC1	-0.8
CCNC(=O)C1(C)CCN1C(=O)c1sccc1C (configuration not stated)	-2.6
Cc1nc(S(=O)(=O)N2CCCCC2)c(C#N)c(C)c1Cl	-18.5
O=C(CSc1nc2sc3c(c2c(=O)[nH]1)CCC3)N(CCO)CCO	47.7
Cc1ncc(CN(C)C(=O)NC2CC3CCC2(C)C3(C)C)s1 (configuration not stated)	-45.8
Nc1nccnc1C(=O)N(CC1CC1)c1ccccc1	-11.3
O=C(c1coc(CN2CCN(c3ccccc3F)CC2)n1)N1CCCC1c1nccs1 (configuration not stated)	-7.7

Filtered by structure: the compounds so far containing a CF3 group.
SMILES	mcGAS RapidFire
O=c1ccccn1Cc1ccc(NS(=O)(=O)c2ccc(Cl)c(C(F)(F)F)c2)cc1	-19.8
CC(C)c1nnc(NC(=O)C(F)(F)F)s1	0.3
Cc1ccc(NS(=O)(=O)c2ccc3c(c2)NC(=O)CO3)cc1C(F)(F)F	-6.8

Structures shown so far that contain a furan ring, fused or not (four):
SMILES	mcGAS RapidFire
COCc1ccc(CN2CCCC(C(=O)Nc3cccc(-c4cc5ccccc5[nH]4)c3)C2)o1 (configuration not stated)	-2.1
CC(=O)NCCn1ccnc1-c1cc2ccccc2o1	-8.1
Cc1cc(C(=O)N2CCN(c3cncc(-n4cccn4)n3)CC2)c(C)o1	-0.1
Cn1c(=O)n(Cc2ccccc2F)c(=O)c2c1nc1n2CCCN1Cc1ccco1	-3.6

(continued)
SMILES	mcGAS RapidFire
Cn1nccc1C(=O)N1CCCC(N2CCN(Cc3ccc4c(c3)OCO4)CC2)C1 (configuration not stated)	-1.2
CN(C)S(=O)(=O)c1ccc2c(c1)c(=O)nc1ccccn12	7.8
CCCn1c(-c2ccc(OC)cc2)nc2c(c(=O)c3ccccc3n2C)c1=O	-4.9
NC(=O)NC(=O)CNc1cccc(C(=O)c2ccccc2)c1	12.2
COc1ccc(C2=NN(C(=O)CCl)C(c3cccc(OC)c3OC)C2)cc1 (configuration not stated)	2.2
CCOC(=O)C1C(=O)CC(=O)C(C(=O)OCC)C1c1ccco1 (configuration not stated)	-7.4
CCC1CN(C(=O)c2ccc(N)nc2)CCC(=O)N1Cc1ccccc1 (configuration not stated)	-2.9
O=C(NCCOCC1CCCO1)c1cn[nH]c1-c1ccccc1F (configuration not stated)	-52.6
O=C(CN1CCOc2ccccc2C1)NC1CCC(n2cnnc2)CC1 (configuration not stated)	-57.0
CN(C)CC1(O)CCN(C(=O)CCOc2ccccc2)C1 (configuration not stated)	-14.5
Cc1cc(C)c2c(c1)CCCN2CC(=O)Nc1ccc(C(=O)N(C)C)cc1	-4.5
FC(F)(F)c1ccc(Oc2cccc(CN3CCCC3)c2Cl)nc1	-19.6
CN(C(=O)c1ccc(OC2CCN(C(=O)C3CC3)CC2)cc1)C1CCOC1 (configuration not stated)	-5.5
CCCC(CNC(=O)Cn1cnc(C#N)n1)c1ccc(Cl)cc1Cl (configuration not stated)	-4.4
Cc1ccc(NC(=O)C2(C)CCN2Cc2ccc(C(C)C)cc2)cc1O (configuration not stated)	-3.2
Cc1cc(=O)[nH]c(-n2nc(-c3cccs3)cc2NC(=O)COc2ccc(Cl)cc2)n1	-4.4
CCN1CCCC1CN(CC(=O)Nc1ccc(C)c(Cl)c1)CC(=O)N(C)C (configuration not stated)	0.1
Cc1cccc2[nH]c(CCn3ccnc3-c3ccc4nonc4c3)nc12	2.4
COc1cc(C)c(/C=C/C(C)=C/C=C/C(C)=C/C(=O)O)c(C)c1C	-8.3
OCC(O)CSCc1ccc(F)cc1 (configuration not stated)	0.6
CCOc1cc(C(=O)NCc2nnc(SCC(=O)Nc3ccccc3F)n2-c2ccccc2)cc(OCC)c1OCC	6.9
CCOCCCn1c(C)c(C)n2c3c(=O)n(Cc4ccccc4F)c(=O)n(C)c3nc12	-6.3
O=C(NCCc1cccc(F)c1)C1CC=CCC1C(=O)N1CCN(c2ccccn2)CC1 (configuration not stated)	9.7

High-throughput results from PubChem BioAssay.
